# DNA Pol III inh: blocks replication by bacterial DNA polymerase III holoenzyme | Potency, µM (titrated, usually from 57.1 µM), for the others: top-dose activity change, negative = inhibition | 71,000 compounds, 0.25% hits | reconstituted DNA polymerase III holoenzyme replication, biochemical; also: potency is read from the fitted curve at half-maximal effect; % is scaled to controls: 0 for no effect and ±100 for the full control effect
#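 Reconstituted *E. coli* holoenzyme (0.35 nM Pol III, 1 nM beta, 154 nM SSB, 2 nM primase) was preincubated with compound for 15 min at RT. Synthesis on 1.4 nM ssM13Gori ran 35 min, then was stopped with PicoGreen/EDTA and read as dsDNA fluorescence.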
# Luciferase inh: firefly luciferase inhibition. purified firefly luciferase, luminescence, 8 min. Potency, µM (doses to about 57.1 µM), inactives show top-dose activity change, negative = inhibition, usual class: inhibitors. 72,000 compounds, 2.2% hits. P08659; also: potency is read from the fitted curve at half-maximal effect; % is scaled to controls: 0 for no effect and ±100 for the full control effect; nearly all actives have a fitted effect of over 40% in size
#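 Titration-based qHTS; buffer 50 mM imidazole pH 7.2, 50 mM KCl, 7 mM MgCl2, 10 uM ATP, 0.01% Tween 20, 0.05% BSA; luciferase/luciferin detector mix added after compound; 8 min, ambient; luminescence.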
# ERK AVP block: vasopressin-driven ERK pathway inhibition; HEK293-V1b, vasopressin-stimulated pERK AlphaScreen; Potency, µM (titrated, usually from 57.5 µM), inactives show top-dose activity, negative = inhibition, most hits filed as inhibitors; 72,000 compounds, 0.99% hits; AID 995; also: potency is read from the fitted curve at half-maximal effect; % is scaled to controls: 0 for no effect and ±100 for the full control effect; nearly all actives have a fitted effect of over 55% in size
#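 qHTS, compounds titrated on V1b-expressing HEK293 cells. Preincubation 30 min at 37C, vasopressin 25 nM for 5 min, lysis 10 min, bead incubation 5 hr at room temperature.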
# Rhodamine fluor: compound fluoresces in the rhodamine spectral region; max dye-equivalent concentration, M; Rhodamine-region fluorescence, 547/598 nm, Tris buffer; active compounds read high; AID 594; 59,000 compounds, 0.05% hits; in the data active = max dye-equivalent concentration above about 11 nM; inconclusive = between about 1.1 nM and that limit
#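 A six-point rhodamine series on each plate calibrates the signal. Compounds sit in 100 mM Tris (pH 8.0) for 15 min at ambient temperature before imaging through 547 nm/598 nm filters.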
# CRE Fsk mod: alters forskolin-stimulated CRE reporter signaling in CHO cells | CHO CRE-bla reporter (cAMP response element driving beta-lactamase), forskolin EC10, beta-lactamase ratio | Potency, µM (top dose mostly 38.2 µM), for inactives: top-dose activity change, negative = inhibition, usual class: activators | 71,000 compounds, 2.5% hits | AID 662; active = well fitted activation curve with a large enough effect in the signal ratio, with a control signal flat, not every such curve was filed as active; inconclusive = small, poorly fitted or top-dose-only effect, or effect the other way, or a change in a side signal; the % refers to the signal ratio; also: potency is read from the fitted curve at half-maximal effect; % of control where 0% means no effect
#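 Forskolin analogue NKH 477 at EC10 stimulated CRE-driven beta-lactamase in CHO cells alongside compound dilution series. Beta-lactamase was measured with CCF4, excitation 405 nm, emission ratio 460/530 nm.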
# TexasRed autofl: compound fluoresces in the Texas Red spectral region. Compound fluorescence, Texas Red channel, 547/618 nm; active compounds read high. max dye-equivalent concentration, M. 59,000 compounds, 0.06% hits; in the data active = max dye-equivalent concentration above about 10 nM; inconclusive = between about 1.1 nM and that limit
#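 Pin-transferred compounds and Texas Red standards go into 100 mM Tris buffer, pH 8.0. After 15 min at room temperature, plates are imaged with 547/618 nm filters. Each value is a dye-equivalent concentration derived from the per-plate dye curve.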
# Tau filament bind: binds recombinant human tau filaments; recombinant tau filaments, thioflavin S fluorescence, 15 h; filaments grown with octadecylsulfate alongside compound; P10636; Potency, µM (titrated, usually from 57.1 µM), without a hit: top-dose activity change, negative = inhibition; AID 596; 71,000 compounds, 2% hits;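 also: potency is read from the fitted curve at half-maximal effect; % is scaled to controls: 0 for no effect and ±100 for the full control effect; actives lower thioflavin S fluorescence by blocking filaments or displacing dye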
# Target sequence (P10636 whole entry, looked up): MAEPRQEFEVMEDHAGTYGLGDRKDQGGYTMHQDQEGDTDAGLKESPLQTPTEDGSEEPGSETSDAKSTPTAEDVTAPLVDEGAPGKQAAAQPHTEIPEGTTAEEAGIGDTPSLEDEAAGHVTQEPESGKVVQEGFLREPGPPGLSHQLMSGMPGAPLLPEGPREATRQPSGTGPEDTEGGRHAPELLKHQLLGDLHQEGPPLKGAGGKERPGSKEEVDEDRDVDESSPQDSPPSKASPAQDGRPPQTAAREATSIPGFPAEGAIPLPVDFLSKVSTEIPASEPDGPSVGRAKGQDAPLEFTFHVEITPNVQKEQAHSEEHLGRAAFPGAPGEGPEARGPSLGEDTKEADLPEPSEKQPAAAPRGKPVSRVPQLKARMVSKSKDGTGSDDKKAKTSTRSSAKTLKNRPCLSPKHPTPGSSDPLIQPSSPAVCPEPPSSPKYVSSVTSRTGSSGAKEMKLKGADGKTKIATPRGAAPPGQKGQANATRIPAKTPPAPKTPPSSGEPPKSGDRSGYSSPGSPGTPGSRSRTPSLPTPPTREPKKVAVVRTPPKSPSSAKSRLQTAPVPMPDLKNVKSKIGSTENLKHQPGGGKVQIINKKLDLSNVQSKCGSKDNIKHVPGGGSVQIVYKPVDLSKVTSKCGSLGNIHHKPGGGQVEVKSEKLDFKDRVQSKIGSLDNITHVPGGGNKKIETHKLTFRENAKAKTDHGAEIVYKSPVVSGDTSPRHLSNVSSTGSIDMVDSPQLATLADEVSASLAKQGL
#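 His-tagged recombinant human tau (exons 2, 3 and 10 included), 1 uM, was induced to fibrillize by 30 uM sodium octadecylsulfate with compound present. After 15 h at 37 C, thioflavine S fluorescence (ex 450, em 510 nm) was read.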
# HADH2 inh: HADH2 (human) dehydrogenase inhibition; Q99714; Potency, µM (highest dose often 57.1 µM), for the others: at the top dose activity change, negative = inhibition, usual class: inhibitors; recombinant HADH2, NADH fluorescence, beta-hydroxybutyryl-CoA; 73,000 compounds, 3.4% hits; AID 886; also: potency is read from the fitted curve at half-maximal effect; % is scaled to controls: 0 for no effect and ±100 for the full control effect; nearly all actives have a fitted effect of over 60% in size; many of its hits are not listed in these tables
# Target sequence (Q99714 whole entry, looked up, one chain of several): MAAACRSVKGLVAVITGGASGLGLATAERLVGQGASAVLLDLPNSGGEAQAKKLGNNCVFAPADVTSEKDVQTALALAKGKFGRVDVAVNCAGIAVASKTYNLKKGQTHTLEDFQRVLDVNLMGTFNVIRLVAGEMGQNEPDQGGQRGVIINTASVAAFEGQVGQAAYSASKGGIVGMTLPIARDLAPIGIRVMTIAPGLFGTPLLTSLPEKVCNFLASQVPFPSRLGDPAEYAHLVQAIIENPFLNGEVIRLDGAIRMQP
#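 Buffer 100 mM Tris-HCl pH 9.0/0.01% Tween-20; HADH2 20 nM; NAD+ 1 mM; beta-hydroxybutyryl-CoA 90 uM (all final). 15 min cpd preincubation, RT.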
# Hsp90 Hop PPI: changes Hsp90-Hop TPR2A binding signal, up or down; AlphaScreen TPR2A-His6 binding biotin-Hsp90 C-terminal peptide; 71,000 compounds, 0.44% hits; Potency, µM (doses to about 57 µM), without a hit: at the highest dose activity change, negative = inhibition; active = well fitted curve in either direction with a large enough effect; inconclusive = small, poorly fitted or top-dose-only effect, or another doubt; also: potency is read from the fitted curve at half-maximal effect; % is scaled to controls: 0 for no effect and ±100 for the full control effect; many of its hits are not listed in these tables
# ALOX15 inhib: inhibitors of human 15-lipoxygenase (ALOX15). Potency, µM (top dose mostly 57.1 µM), inactives show at the top dose activity change, negative = inhibition, usual class: inhibitors. purified 15hLO-1, xylenol orange hydroperoxide absorbance. P16050. 74,000 compounds, 1.4% hits; also: potency is read from the fitted curve at half-maximal effect; % is scaled to controls: 0 for no effect and ±100 for the full control effect; nearly all actives have a fitted effect of over 55% in size
#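 Hydroperoxide formed from arachidonic acid (50 uM) by purified human 15hLO-1 (40 nM) oxidizes ferrous iron, and the ferric-xylenol orange complex is read at 573 versus 405 nm. Compounds were preincubated 15 min; reaction ran 6 min at room temperature.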
# HBB splicing: modulators of hemoglobin beta chain splicing; Potency, µM (top dose mostly 46.1 µM), inactives show top-dose activation, usual class: activators; 65,000 compounds, 0.06% hits; AID 925; HBB splicing reporter cell assay, activation; EGFP reporter with mutant IVS2-654 intron; response scale: normalised to 500 nM splice-correcting PNA; also: potency is read from the fitted curve at half-maximal effect; 0% is about no effect
#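 HeLa cells stably expressing EGFP interrupted by mutant beta-globin intron 2 (IVS2-654), 500/well in 2% FCS. Treated with compound for 2 days at 37C. Splicing correction scored as total well GFP intensity (488 nm excitation, 500-520 nm emission); 500 nM antisense PNA served as control.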
# * marks the source's active call; other numbers are inactive results; i = inactive; ? = inconclusive; nt = no result given; [ ] = another dose, or the depositor's remark. Unless noted, calls follow the shape of the dose curve; as a rule, active = well fitted curve in the direction sought with a large enough effect; inconclusive = small, poorly fitted or top-dose-only effect, or another doubt; inactive = no such curve, though single readings can be large; an effect the other way counts as inactive or inconclusive.
# Order of results – DNA Pol III inh	Luciferase inh	ERK AVP block	Rhodamine fluor	CRE Fsk mod	TexasRed autofl	Tau filament bind	HADH2 inh	Hsp90 Hop PPI	ALOX15 inhib	HBB splicing
COCCOCCn1c(CCCO)nc2ccccc21
    -5%	-2%	-3%	i	-6%	i	6%	9%	-5%	-1%	1.1%
CC(=O)Nc1ccc(Cc2ccc3[nH]c(=O)cc(C)c3c2)cc1
    -7%[11.4 µM]	3%[11.4 µM]	-13%[11.5 µM]	i	?	i	15%[11.4 µM]	-3%[11.4 µM]	-4%[11 µM]	-4%[11.4 µM]	2.8%[9.22 µM]
Oc1ccc(Cc2nccc3cc(O)c(O)cc23)cc1O
    -28%[11.4 µM]	-2%[11.4 µM]	-6%[11.5 µM]	i	?	i	6%[11.4 µM]	0.63µM*	-7%[11 µM]	?	-0.9%[9.22 µM]
O=C(O)C1CC(=O)N(CCc2c[nH]c3ccccc23)C1 (stereo not given)
    -5%	-2%	-9%	i	-10%	i	-3%	3%	-2%	2%	nt
O=C(CNS(=O)(=O)c1ccc(Br)s1)Nc1ccc2c(c1)OCCO2
    3%	-5%	-1%	i	?	i	0%	-1%	-3%	-5%	-2.6%
CC(C)Cc1nc2oc3c(NCc4cccnc4)ncnc3c2c2c1CCC2
    -5%	2%	-14%	i	2µM*	?	62%	-5%	-1%	-3%	-1.4%[0.369 µM]
Cc1noc(C)c1C(=O)N1CCC2(CC1)CN(c1ncccn1)C2
    8%	1%[11.4 µM]	2%	i	-2%	i	-6%	-2%	2%	0%	4.8%
CCOC(=O)c1cc2sccc2n1CC(=O)N1CCN(C(=O)c2ccco2)CC1
    -8%	5%	-6%	i	?	i	-4%	14%	?	-7%	-2.2%
O=C(CCN1CCCCCC1)Nc1ccc(F)cc1
    -2%	-1%	-9%	i	-1%	i	-6%	0%	1%	6%	nt
COc1ccc(N2CCN(C(c3cccs3)c3nnnn3C3CCCC3)CC2)cc1 (stereo not given)
    10%	0%	4%	i	-1%	i	-4%	5%	-12%	-1%	-0.3%[57.5 µM]
CCc1nc(OCCN(C)C)c2oc3ccccc3c2n1
    -8%	-1%	-22%	i	?	?	3%	7%	-4%	-8%	0.3%
C=CCNC(=O)Cn1nc(-c2ccccc2)ccc1=O
    -6%	-8%	4%	i	4%	i	14%	-2%	-5%	-8%	-0.7%
CC(C)Cc1c(O)nc(SCCN2CCOCC2)[nH]c1=O
    -4%	4%	0%	i	-6%	i	-3%	0%	1%	9%	nt
CCOc1ccccc1N(CC(=O)NC(C)(C)C)C(=O)c1ccc(CN2CCOCC2)o1
    -5%	2%	-1%	i	2%	i	-2%	-3%	2%	1%	nt
Cc1nn2c(N3CCN(C(=O)c4ccco4)CC3)cc(C(C)(C)C)nc2c1-c1ccccc1
    -10%	4%	3%	i	7%	i	6%	?	-2%	8%	1.6%[57.5 µM]
CCOc1ccc(-c2nnc3ccc(SCC(=O)N4CCN(c5ccccc5)CC4)nn23)cc1
    -7%	1%	14%	i	-2%	i	-6%	18%	2%	1%	-1.3%
CCC(C(=O)c1ccc(O)cc1)c1ccccc1 (stereo not given)
    0%	7%	4%	i	21%	i	-19%	?	2%	-9%	2.4%[1.84 µM]
Fc1ccccc1OCCCCn1cncn1
    5%	-1%	?	i	?	i	0%	-1%	-8%	8%	0.3%
Cc1ccc(C)c(S(=O)(=O)C(C#N)c2nc3ccccc3nc2N2CCCC2)c1 (stereo not given)
    -9%	5%	?	i	?	i	302%	-20%	-8%	13µM*	5.4%[0.369 µM]
CCOC(=O)N1CCC(NC(=O)C2CCC(CNS(=O)(=O)c3ccc(OC)cc3)CC2)CC1 (stereo not given)
    1%	1%	24%	i	-5%	i	0%	7%	1%	4%	0.6%

# The closing three compounds of the part above come first, to join the parts.
# Order of results – DNA Pol III inh	Luciferase inh	ERK AVP block	Rhodamine fluor	CRE Fsk mod	TexasRed autofl	Tau filament bind	HADH2 inh	Hsp90 Hop PPI	ALOX15 inhib	HBB splicing
Fc1ccccc1OCCCCn1cncn1
    5%	-1%	?	i	?	i	0%	-1%	-8%	8%	0.3%
Cc1ccc(C)c(S(=O)(=O)C(C#N)c2nc3ccccc3nc2N2CCCC2)c1 (stereo not given)
    -9%	5%	?	i	?	i	302%	-20%	-8%	13µM*	5.4%[0.369 µM]
CCOC(=O)N1CCC(NC(=O)C2CCC(CNS(=O)(=O)c3ccc(OC)cc3)CC2)CC1 (stereo not given)
    1%	1%	24%	i	-5%	i	0%	7%	1%	4%	0.6%
Cc1nn(C(=O)c2cc3sccc3[nH]2)c(C)c1C
    -2%	-26%	-11%	i	2%	?	17%	?	-1%	0%	nt
Nc1cc(-c2ccc(Br)cc2)nn1S(=O)(=O)c1ccccc1
    -8%	1%	-9%	nt	16%	nt	i	4%	1%	-4%	0.0%
C=CCn1c(SCC(=O)Nc2c(C)cccc2C)nnc1-c1ccncc1
    -11%	2%	?	i	16%	?	13%	16%	-1%	-8%	4.2%
CCOCc1nc(C)c(Cl)c(NS(=O)(=O)c2ccc(N)cc2)n1
    -5%	2%	?	i	?	i	6%	-11%	1%	3%	-0.7%
C/C(N)=C(/C#N)C(=O)CSc1n[nH]c(-c2ccccc2Br)n1
    -3%	0%	2%	i	?	?	-4%	2%	-7%	7%	-1.8%
O=C(NCc1ccc(Cl)c(Cl)c1)c1ccco1
    -3%[11.4 µM]	4%	30%	nt	-15%[7.6 µM]	nt	-14%[11.4 µM]	13%[11.4 µM]	?	-15%[11.4 µM]	-0.7%[0.0738 µM]
N#CCSc1nnc(COc2cccc3ccccc23)n1-c1cccc(Cl)c1
    6%	3%	-27%	i	?	?	34%	0%	-7%	-5%	0.2%
O=C(CN1C(=O)C2C3C=CC(C3)C2C1=O)NCCC1=CCCCC1 (stereo not given)
    4%	0%	6%	i	6%	i	1%	4%	-3%	13%	0.7%
COc1ccc(-c2csc(N(CCCN(C)C)C(=O)c3cccs3)n2)cc1
    -5%	2%	-16%	i	0%	i	87%	16%	-15%	5%	nt
Cc1nnc(NC(=O)C(C)Sc2nncn2C)s1 (stereo not given)
    -3%	-3%	nt	nt	-14%	nt	10%	-3%	2%	6%	-0.2%
CCN(CC)CCOC(=O)C1(c2ccccc2)CCOCC1
    0%	2%	18%	i	4%	i	-9%	4%	-3%	7%	-4.0%
CCCN(CCO)Cc1cccc(Br)c1
    -5%	1%	-3%	i	-5%	i	-6%	9%	-4%	3%	0.5%
Cn1c(SCc2nc(-c3ccc(Cl)cc3)no2)nnc1-c1ccco1
    -4%	4%	nt	nt	10%	nt	60%	5%	-4%	-8%	-1.3%
CCOc1ccc(OCC)c(NC(=O)Cn2cccc2)c1
    7%	-1%	-23%	i	?	i	2%	-1%	-8%	1%	0.4%
Cc1c(C2N3CC4(C)CN2CC(C)(C3)C4=O)c2ccccc2n1C (stereo not given)
    -7%	1%	0%	i	?	i	7%	18%	-3%	-3%	4.9%[1.84 µM]
Cc1c(C(=O)OCC(C)C)[nH]c2c1C(=O)CC(c1ccco1)C2 (stereo not given)
    -2%	1%	?	nt	1.6µM*	nt	70%	-15%	-1%	-24%	-1.6%
CC1(C)CC(=O)C2=C(C1)N(c1cccc(O)c1)C1=C(C2)C(=O)CC(C)(C)C1
    -4%	-7%	1%	i	?	i	495%	45%[activator]	-6%	-21%	0.4%[57.5 µM]
CCCc1cc(C(=O)Nc2sc(C(C)=O)c(C)c2C(=O)OCC)no1
    -1%	2%	-4%	nt	0.63µM*	nt	36%	-2%	-1%[2.3 µM]	3%	0.2%

# Reformatted with each value named: entries from further up
Cc1nnc(NC(=O)C(C)Sc2nncn2C)s1 (stereo not given)
  DNA Pol III inh: -3% | Luciferase inh: -3% | ERK AVP block: nt | Rhodamine fluor: nt | CRE Fsk mod: -14% | TexasRed autofl: nt | Tau filament bind: 10% | HADH2 inh: -3% | Hsp90 Hop PPI: 2% | ALOX15 inhib: 6% | HBB splicing: -0.2%
CCN(CC)CCOC(=O)C1(c2ccccc2)CCOCC1
  DNA Pol III inh: 0% | Luciferase inh: 2% | ERK AVP block: 18% | Rhodamine fluor: i | CRE Fsk mod: 4% | TexasRed autofl: i | Tau filament bind: -9% | HADH2 inh: 4% | Hsp90 Hop PPI: -3% | ALOX15 inhib: 7% | HBB splicing: -4.0%

# This is a subset. The share of hits here may be higher or lower than overall.
